Compound activity from PubChem.
GLP-1R agonist = activates the human GLP-1 receptor; 380,000 tested, 0.007% active; Potency, µM (series often up to 45.6 µM), for inactives: at the highest dose activation, usual class: activators; P43220; AID 624172; HEK293 GLP-1R CRE-luciferase, luminescence, 4-6 h; cells express a hypersensitive GLP-1R form; further: potency means the concentration at half of the fitted maximal effect; % of control where 0% means no effect
Target sequence (P43220 whole entry, looked up): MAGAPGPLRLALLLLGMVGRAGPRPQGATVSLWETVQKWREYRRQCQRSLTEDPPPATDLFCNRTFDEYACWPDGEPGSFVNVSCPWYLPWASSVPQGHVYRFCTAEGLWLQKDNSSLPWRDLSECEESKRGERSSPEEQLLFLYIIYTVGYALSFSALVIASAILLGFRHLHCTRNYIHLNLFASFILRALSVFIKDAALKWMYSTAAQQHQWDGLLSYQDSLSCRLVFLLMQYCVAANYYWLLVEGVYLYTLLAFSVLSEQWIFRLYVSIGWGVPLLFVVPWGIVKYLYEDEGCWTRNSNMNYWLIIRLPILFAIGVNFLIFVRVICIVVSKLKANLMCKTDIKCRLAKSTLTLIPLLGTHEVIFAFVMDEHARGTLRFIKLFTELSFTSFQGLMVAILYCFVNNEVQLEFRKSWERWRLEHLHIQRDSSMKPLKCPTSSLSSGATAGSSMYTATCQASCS
TDP-43 yeast inh = TDP-43 toxicity inhibition in yeast. TDP-43 expressing yeast growth rescue, BacTiter-Glo, 24 h. Potency, µM (top dose mostly 46.1 µM), for the others: at the top dose growth rescue (activation), usual class: activators. 410,000 tested, 1.8% active; further: potency means the concentration at half of the fitted maximal effect; % of control where 0% means no effect; nearly all actives have a fitted effect of over 50% in size
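Yeast expressing TDP-43 (pregrown in raffinose, seeded at OD600=0.02 in galactose medium) exposed to compounds 24 hr at 30 deg C. Growth read by BacTiter-Glo luminescence; rescue of toxicity appears as increased signal.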
GLP1R inv ag = acts as inverse agonist at human GLP-1 receptor; P43220; HEK293 GLP-1R CRE-luciferase, luminescence, 24 h; GLP-1R form is constitutively active; Potency, µM (titrated, usually from 38.3 µM), for inactives: top-dose activity change, negative = inhibition, most hits filed as inhibitors; 410,000 tested, 1.6% active; further: potency means the concentration at half of the fitted maximal effect; on the % scale 0 is the no-effect control and ±100 the full control effect; nearly all actives have a fitted effect of over 55% in size
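GLP-1R inverse agonism mode: basal reporter luminescence in engineered HEK293 cells measured after one day of compound exposure at 37 deg C, with a 12 min room-temperature detection step.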
D3 antag = antagonists of human D3 dopamine receptor; P35462; D3R cells, DiscoveRx beta-arrestin luminescence, antagonist mode; hits give low values; max response, negative = inhibition, %; 360,000 tested, 2.5% active; in the data active means max response below about -50%; inconclusive means no clear call, values can overlap the other calls; further: on the % scale 0 is the no-effect control and ±100 the full control effect; mostly tested at two doses, the higher about 12 µM
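Cells plated overnight at 1500 cells/well, then exposed to library compounds with dopamine controls for 90 minutes at 37 degrees C. DiscoveRx reagent added for 30–60 minutes at room temperature; luminescence read, quantitative HTS format.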
PTHR1 agonist = activates the human parathyroid hormone receptor PTHR1 | 410,000 tested, 0.075% active | HEK293 GP2 PTHR1 cells, GloSensor cAMP luminescence, 1 h | Potency, µM (titrated, usually from 115 µM), for the others: top-dose activation, usual class: activators; further: potency means the concentration at half of the fitted maximal effect; nearly all actives have a fitted effect of over 55% in size; some results filed as inactive show a strong effect at the top dose; inactives centre near -15; many of its hits are not listed in these tables
Target sequence (Q03431 whole entry, looked up): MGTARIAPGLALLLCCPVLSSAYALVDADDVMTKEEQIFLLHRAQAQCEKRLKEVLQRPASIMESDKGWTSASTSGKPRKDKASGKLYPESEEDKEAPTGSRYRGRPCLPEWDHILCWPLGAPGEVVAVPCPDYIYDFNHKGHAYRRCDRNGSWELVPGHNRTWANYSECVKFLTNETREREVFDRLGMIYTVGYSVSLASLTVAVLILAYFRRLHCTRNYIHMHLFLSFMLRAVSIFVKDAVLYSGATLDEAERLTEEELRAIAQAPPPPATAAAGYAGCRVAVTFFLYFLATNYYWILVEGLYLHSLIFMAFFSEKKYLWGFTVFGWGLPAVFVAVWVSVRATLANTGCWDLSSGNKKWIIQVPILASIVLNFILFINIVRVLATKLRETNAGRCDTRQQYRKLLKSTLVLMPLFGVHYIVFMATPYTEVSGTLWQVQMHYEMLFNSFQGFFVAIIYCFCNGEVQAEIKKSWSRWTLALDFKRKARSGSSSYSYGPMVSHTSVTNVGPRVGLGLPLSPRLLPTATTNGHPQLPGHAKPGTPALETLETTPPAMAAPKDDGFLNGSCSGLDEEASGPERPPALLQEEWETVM
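HEK-293-derived GP2 cells expressing PTHR1 and a GloSensor cAMP reporter, 3,000/well, plated overnight, given luciferin plus IBMX (each 0.5 mM as added) for 1 h at 37 °C, then compound for 1 h at 37 °C. Luminescence was read after 15 min at room temperature.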
KB-V1 MDR tox = KB-V1 MDR subline cytotoxicity; KB-V1 MDR cells viability, CellTiter-Glo, 72 h; Potency, µM (top dose mostly 46.1 µM), inactives show at the top dose activity change, negative = cytotoxicity, actives largely listed as cytotoxic; 400,000 tested, 3.4% active; AID 1347076; further: potency means the concentration at half of the fitted maximal effect; on the % scale 0 is the no-effect control and ±100 the full control effect; nearly all actives have a fitted effect of over 60% in size
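Luminescent ATP read-out (CellTiter-Glo, 10 min) measures survival of drug-selected KB-V1 MDR cells after 72 h, 37 degrees C compound exposure. Medium: phenol-red-free DMEM, 10% FBS. Values from fitted concentration-response curves.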
DRD3 agonist = D3 dopamine receptor (human) agonism; D3R DiscoveRx beta-arrestin cells, luminescence, 90 min; max activation, %; 410,000 tested, 0.58% active; AID 652048; in the data active means max activation above about 30%; further: 0% is about no effect; mostly tested at two doses, the higher about 12 µM
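Agonist mode: compounds and dopamine controls were applied to plated cells for 90 min at 37 degrees C after an overnight attachment at 1500 cells/well. Luminescent read-out followed 30 - 60 minutes at room temperature with DiscoveRx detection reagent.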
aSyn rescue = rescues yeast growth from alpha-synuclein toxicity; Yeast expressing alpha-synuclein, growth rescue, BacTiter-Glo, 24 h; Potency, µM (top dose mostly 46.1 µM), for inactives: top-dose growth rescue (activation), most hits filed as activators; 370,000 tested, 0.14% active; AID 652106; further: potency means the concentration at half of the fitted maximal effect; % of control where 0% means no effect; nearly all actives have a fitted effect of over 65% in size
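Rescue of yeast growth: cells expressing toxic alpha-synuclein, induced in galactose at OD600 0.02, incubated with compound 24 h at 30 C. ATP luminescence quantified growth; inhibitors of toxicity appear as activators.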
HEK293 tox = cytotoxicity in counter-screen for GLP-1R inverse agonists. Potency, µM (doses to about 38.3 µM), inactives show at the highest dose activity change, negative = inhibition, actives largely listed as inhibitors. 410,000 tested, 0.13% active. AID 624418. HEK293 cAMP-luciferase reporter cells, luminescence, 24 h;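 further: loss of luciferase light is scored as toxicity; potency means the concentration at half of the fitted maximal effect; on the % scale 0 is the no-effect control and ±100 the full control effect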
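Luminescence readout: signal drop marks cytotoxicity. Plated cells grew 12 h at 37 °C, 5% CO2, received 23 nL compound for 24 h, then got luciferase reagent, read after 12 min at RT.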
* marks the source's active call; other numbers are inactive results; i = inactive; ? = inconclusive; / = no result given; [ ] = remark or other dose. Unless noted, the call rests on the fitted dose curve; in most records, active means well fitted curve in the direction sought with a large enough effect; inconclusive means small, poorly fitted or top-dose-only effect, or another doubt; inactive means no such curve, though single readings can be large; an effect the other way counts as inactive or inconclusive. These rows are one share of the data. The share of hits here may be higher or lower than overall.

compound | TDP-43 yeast inh | PTHR1 agonist | aSyn rescue | GLP1R inv ag | DRD3 agonist | KB-V1 MDR tox | GLP-1R agonist | D3 antag | HEK293 tox
O=S(=O)(Nc1cccc(-c2ccc(N3CCCC3)nn2)c1)c1ccccc1C(F)(F)F | 14% | i | / | -8% | 7 | 5% | / | / | 0%
O=C1NC(=S)S/C1=C\c1ccc(SCc2ccco2)o1 | -15% | i | -25% | ? | 1 | ? | -1% | 12 | -19%
OCC1OC(n2cnc3c(NC4CCCCC4)ncnc32)C(O)C1O (stereo not given) | 0% | -3% | 4% | 50%[activator] | 1 | 0% | 22% | -9 | -2%
CC#CCOCC1CN(C)C(=O)O1 (stereo not given) | 10% | i | 0% | 1% | 7 | 0% | 0% | 5 | 2%
Cc1ccnc2nc(C(=O)NCc3cccs3)nn12 | 14% | -6% | -19% | 18% | 2 | 24% | -18% | 4 | 4%
O=C(NCCc1ccccc1)C(=O)NCC(c1ccco1)S(=O)(=O)c1cccs1 (stereo not given) | 23% | -5% | / | -1% | -2 | -2% | / | / | 4%
CC(=O)C[C@@H](O)CC(=O)[C@@H]1OC(=O)CCCCCCCCc2ccccc21 | 31% | -34%[inhibitor] | 5% | -38% | 23 | 0% | -3% | 28 | 10%
CC(NC(=O)Nc1ccc(Cl)cc1)C1CCCO1 (stereo not given) | 12% | i | 1% | -13% | -5 | -11% | 8% | 6 | 2%
CN(C)/C=N/C(=S)Nc1ccccc1F | 5% | i | -9% | 10% | -10 | 15% | -6% | -16 | -9%
Cc1cccc(OCc2nnc(SCC(=O)Nc3cccc(C(=O)N4CCOCC4)c3)n2C)c1 | 0%[0.397 µM] | i | 5% | -11% | 0 | 10% | 19% | 5 | -6%
COc1ccc(C(=O)NCc2nnc(SCC(=O)N3CCc4ccccc43)o2)cc1OC | -9% | i | -5% | 14% | -12 | 1% | 4% | -4 | -4%
O=C(NNC1=C(C(=O)C(F)(F)F)CCC1)c1ccccc1Cl | 16% | 0%[57.5 µM] | 16% | ? | 8 | ? | 9% | 90 | ?
COc1ccc(Cl)cc1NC(=O)CC1S/C(=N/N=C2CCCCCC2)NC1=O (stereo not given) | 14% | i | 1% | ? | -4 | -19% | -5% | -10 | -7%
CCCn1c(SCC(=O)NC2CCCC2)nc2c1c(=O)n(C)c(=O)n2C | 0% | i | -5% | 11% | 0 | -11% | 1% | -11 | 15%
COC(=O)[C@@]1(Cc2ccc(F)cc2)[C@H]2c3cc(C(=O)N(C)C)n(CCCNc4ncc(C(F)(F)F)cc4Cl)c3C[C@H]2CN1C(=O)c1ccccc1 | 8% | i | 15% | ? | -8 | 18µM* | -4% | 9 | -12%
CC1CCC(NC(=O)CN2C(=O)NC3(CCCCCC3)C2=O)CC1 (stereo not given) | 0% | -15% | -5% | -10% | 8 | ? | -4% | -1 | -4%
CCCN(CC(=O)Nc1ccccc1OC)C(=O)CN1C(=O)NC(C)(C)C1=O | 11% | i | 2% | -7% | -6 | 14% | 12% | -20 | 3%
CC(C)CN(C(=O)CCC(=O)OCC(=O)c1ccc(F)c(F)c1)c1c(N)n(CC(C)C)c(=O)[nH]c1=O | -3% | ? | -9% | 22% | 4 | 41% | 0% | -1 | 3%
C=CCNc1cnn(-c2ccc(C)cc2)c(=O)c1Cl | 4% | -9% | -3% | 7% | 7 | -13% | 17% | 0 | -9%
Cc1cc(C)cc(-n2cccc2/C=C2/C(=N)N3C(=NC2=O)SN=C3S(C)(=O)=O)c1 | -5% | -88%[inhibitor] | 5% | ? | 4 | -17% | -4% | 8 | ?
COc1ccc(-c2nnc(SCC(=O)O)n2Cc2ccccc2)cc1 | / | i | 2% | 0% | 6 | 14% | -2% | 16 | -2%
O=C(NCCCc1ccccc1)c1cc([N+](=O)[O-])ccc1Cl | 0% | -16% | 1% | ? | -18 | 1% | 3% | -5 | 2%
O=C1c2cccc3c([N+](=O)[O-])ccc(c23)C(=O)N1c1ccccn1 | -92%[inhibitor] | -13%[57.5 µM] | -48%[inhibitor] | ? | -10 | ? | -19% | -100* | 394%[activator]
COc1ccc(-c2nnn(CC(=O)N(CC(=O)NC3CCCC3)c3ccccc3F)n2)cc1OC | 5% | i | 3% | 57%[activator] | 1 | -10% | 22% | -8 | -7%
Cc1ccccc1Cc1c(C)nc2nc(SCC(=O)N(C)c3ccccc3)nn2c1C | 12% | -18% | / | -12% | 3 | -2% | / | / | 0%
Cc1nn(Cc2ccc(F)cc2Cl)c(C)c1[N+](=O)[O-] | -16%[0.397 µM] | -41% | 12% | ? | 4 | 16% | 1% | -20 | 2%
CCc1ccccc1NC(=O)CSc1ccsc1[N+](=O)[O-] | 14% | i | 1% | -6% | 5 | -1% | 7% | -22 | 18%
FC(F)(F)c1cc(NCc2cccs2)n2ncnc2n1 | -10% | i | -11% | 0% | 6 | -19% | 5% | 11 | -6%
Cc1coc2cc3oc(=O)c(CC(=O)NCCc4ccccc4F)c(C)c3cc12 | 5% | -62%[inhibitor] | / | 10% | 14 | / | / | / | -20%
Cc1nn(C)c2c1c(-c1ccccc1)cc(=O)n2CC(=O)Nc1ccccc1C(F)(F)F | ? | i | / | -4% | 17 | 2% | / | / | 1%
O=C(Nc1ccccc1)C1=C[C@@H](c2ccc3c(c2)OCO3)C[C@@H](OCCCCO)O1 | ? | -11% | 0% | 0% | 2 | -10% | 15% | -5 | -13%
C=CCc1ccc(O)c(-c2ccc(O)c(CC=C)c2)c1 | ? | -47%[inhibitor] | -57%[inhibitor] | ? | -6 | 14% | 1% | 14 | -22%
CCC(c1nnnn1CCOC)N1CCN(Cc2ccccc2OC)CC1 (stereo not given) | -12% | -16% | -5% | -4% | -25 | ? | 1% | ? | -21%
COC(=O)c1ccccc1NC(=O)c1sc2nc(C)cc(C)c2c1NC(=O)c1ccccc1OC | 8% | -10% | / | 8% | -1 | 14% | / | / | 0%
O=C(CSc1nc2ccccc2c(=O)n1-c1ccccc1F)Nc1ccc2c(c1)CCC2 | 5% | i | ? | ? | 3 | -2% | 7% | -1 | -4%
Cc1ccc(OCCNC(=O)[C@H]2O[C@@H](n3ccc(=O)[nH]c3=O)[C@H](O)[C@@H]2O)cc1C | 15% | -15% | 4% | 26% | 2 | 3% | 14% | 17 | -4%
COc1ccc(NC(=O)CN(C)C(=O)CSc2ccc(Br)cc2)cc1 | 29% | -19% | 0% | ? | -5 | 11% | 0% | -9 | 1%
COc1ccc2c(CC(=O)OCC(=O)N(C)c3c(N)n(Cc4ccccc4)c(=O)[nH]c3=O)coc2c1 | -1% | -48%[inhibitor] | 1% | 6% | 0 | -10% | -6% | -18 | 8%
CCC(=O)N1N=C(c2ccccc2)CC1c1ccccc1 (stereo not given) | 26% | -20% | 17% | ? | -2 | -2% | -1% | -3 | -2%
C/C(=N\NC(=O)c1ccc(C)cc1)C1C(=O)c2ccccc2C1=O | -22% | -11%[57.5 µM] | 5% | ? | -4 | ? | -10% | -89* | 4.5µM*
CNC(=S)N1CCn2cccc2C1c1cc(OC)c(OC)c(OC)c1 (stereo not given) | 0% | i | -5% | -3% | 4 | -16% | 9% | 0 | -6%
COc1cccc(Nc2nc3cc(C)ccc3cc2C)c1 | -3% | -15% | -9% | ? | 1 | 3% | 25% | -13 | 6%
O=C(NCc1ccc2c(c1)OCO2)c1ccc(Cl)c(S(=O)(=O)N2CCOCC2)c1 | -16% | -13%[57.5 µM] | 0% | 0% | 10 | -10% | -4% | -12 | -6%
O=C(c1cc(C2CCCCN2S(=O)(=O)Cc2ccccc2)on1)N1CCOCC1 (stereo not given) | 10% | i | 1% | 35%[activator] | 0 | 6% | -6% | 12 | 2%
O=C(Nc1ccccc1)/C(=C/c1ccc([N+](=O)[O-])cc1)NC(=O)c1ccccc1 | -16% | i | -2% | 11% | -13 | 6% | 1% | -12 | -14%
O=C(C1COc2ccccc2O1)N1CCN(S(=O)(=O)c2ccccc2)CC1 (stereo not given) | 20% | i | 7% | 8% | 2 | ? | 8% | -2 | 14%
COCCOC(=O)C1=C(C)N=C2SCCC(=O)N2C1c1cccs1 (stereo not given) | 20% | i | -4% | 11% | 6 | -6% | 5% | -9 | 3%
CCc1ccccc1NC(=O)c1cc2ncc(Br)cn2n1 | -2% | i | 4% | 3% | 7 | 0% | -14% | 20 | -17%
Cc1nn(-c2cccc(C(F)(F)F)c2)c(=O)c2noc(C)c12 | 24% | i | 2% | 12% | 7 | -3% | 1% | 12 | 15%
CCn1c(O)c(C=C2N=c3ccccc3=N2)sc1=S | -12% | i | 0% | -16%[7.66 µM] | -2 | 1% | 0% | -7 | 6%[7.66 µM]
CCOc1ccc(N2CC(C(=O)Nc3cc(OCC)c(N4CCOCC4)cc3OCC)CC2=O)cc1 (stereo not given) | 4% | i | -1% | 23% | -2 | 8% | -12% | -23 | -6%
C[C@H](CO)N1C[C@H](C)[C@H](CN(C)Cc2ccncc2)Oc2ccc(NC(=O)Nc3ccc(C(F)(F)F)cc3)cc2CC1=O | 7% | i | 5% | ? | -3 | 0% | -3% | -28 | ?

Two compounds drawn at random from the list so far, as already listed:
compound | TDP-43 yeast inh | PTHR1 agonist | aSyn rescue | GLP1R inv ag | DRD3 agonist | KB-V1 MDR tox | GLP-1R agonist | D3 antag | HEK293 tox
O=C(C1COc2ccccc2O1)N1CCN(S(=O)(=O)c2ccccc2)CC1 (stereo not given) | 20% | i | 7% | 8% | 2 | ? | 8% | -2 | 14%
O=C(NCc1ccc2c(c1)OCO2)c1ccc(Cl)c(S(=O)(=O)N2CCOCC2)c1 | -16% | -13%[57.5 µM] | 0% | 0% | 10 | -10% | -4% | -12 | -6%
